Source: PubChem (Sanford-Burnham Center for Chemical Genomics)
ATG4B inhibitor: ATG4B (human) cysteine protease inhibition; inhibition, % at 8.33 µM; actives 0.51% (n = 340,000); Q9Y4P1; AID 504462; ATG4B cleavage of LC3-PLA2, NBD-HPC fluorescence, 1 h; in the data active = inhibition above about 40%
EBI2 block: blocks human EBI2 receptor beta-arrestin signaling; P32249; EBI2 beta-arrestin recruitment, luminescence, 7a,25-OHC stimulated; inhibition, % at 5 µM; actives 0.81% (n = 360,000); in the data active = inhibition above about 38%;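 note: enzyme fragment complementation signal reports receptor beta-arrestin coupling in cells; 0% = agonist plus DMSO wells and 100% = wells without agonist; some results beyond the cut were filed as inactive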
Target sequence (P32249 whole entry, looked up, the tested form may be a part): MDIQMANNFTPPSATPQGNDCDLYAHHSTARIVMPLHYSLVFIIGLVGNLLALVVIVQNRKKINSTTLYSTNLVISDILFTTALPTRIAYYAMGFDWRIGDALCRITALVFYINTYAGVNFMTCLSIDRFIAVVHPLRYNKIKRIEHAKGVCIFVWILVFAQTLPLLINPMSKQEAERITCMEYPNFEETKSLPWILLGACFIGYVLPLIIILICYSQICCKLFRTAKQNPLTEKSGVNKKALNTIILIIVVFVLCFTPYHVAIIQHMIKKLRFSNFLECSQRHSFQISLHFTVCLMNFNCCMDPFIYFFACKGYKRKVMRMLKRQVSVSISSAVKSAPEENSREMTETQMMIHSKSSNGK
APJ antag: APJ receptor antagonism; CHO-K1 APJ beta-arrestin complementation, luminescence; inhibition, % at 20 µM; actives 0.32% (n = 330,000); AID 2521;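 active = inhibition above about 40% at 20 µM, limit read from the data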;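 note: cells challenged with 10 nM apelin-13 agonist together with compound; plate controls were apelin-13 plus DMSO wells for no effect and DMSO wells lacking apelin-13 for full effect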
Target sequence (P35414 whole entry, looked up): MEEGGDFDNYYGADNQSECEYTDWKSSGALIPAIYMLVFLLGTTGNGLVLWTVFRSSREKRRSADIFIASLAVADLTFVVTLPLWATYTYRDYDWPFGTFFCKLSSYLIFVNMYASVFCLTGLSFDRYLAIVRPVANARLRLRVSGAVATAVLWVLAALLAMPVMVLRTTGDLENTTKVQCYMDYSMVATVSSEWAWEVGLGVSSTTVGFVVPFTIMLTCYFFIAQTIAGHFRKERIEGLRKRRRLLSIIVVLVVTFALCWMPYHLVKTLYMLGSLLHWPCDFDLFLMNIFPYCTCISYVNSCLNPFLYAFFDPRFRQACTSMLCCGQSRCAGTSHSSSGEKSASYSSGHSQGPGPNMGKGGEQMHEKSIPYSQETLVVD
CXCR6 inh: CXCR6 (human) receptor inhibition; actives 0.36% (n = 360,000); CHO-K1 PathHunter CXCR6 beta-arrestin, luminescence; AID 602244; O00574; inhibition, % at 20 µM; in the data active = inhibition above about 34%, passing the limit was not always enough;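 note: antagonist mode with CXCL16 agonist at 10 nM final; 0% = 10 nM CXCL16 with DMSO and 100% = unstimulated wells without agonist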
Target sequence (O00574 whole entry, looked up): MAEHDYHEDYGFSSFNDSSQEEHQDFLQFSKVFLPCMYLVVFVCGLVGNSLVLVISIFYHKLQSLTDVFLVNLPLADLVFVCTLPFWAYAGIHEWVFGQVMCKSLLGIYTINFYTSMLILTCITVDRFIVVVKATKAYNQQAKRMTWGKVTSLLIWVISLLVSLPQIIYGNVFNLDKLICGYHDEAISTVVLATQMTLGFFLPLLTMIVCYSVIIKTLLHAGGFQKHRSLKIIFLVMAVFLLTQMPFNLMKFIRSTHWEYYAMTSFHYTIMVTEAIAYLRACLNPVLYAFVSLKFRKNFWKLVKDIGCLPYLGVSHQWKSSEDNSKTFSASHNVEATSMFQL
UBC13 polyUb: human UBC13 polyubiquitination inhibition; P61088; UBC13 polyubiquitin chain formation, TR-FRET; actives 0.47% (n = 330,000); inhibition, % at 20 µM; in the data active = inhibition above about 45%, passing the limit was not always enough; inconclusive = no clear call, values can overlap the other calls
Gli-Sufu block: antagonists of Gli-Sufu signaling. Sufu-KO-LIGHT fibroblasts, Gli luciferase reporter luminescence. inhibition, % at 5 µM. actives 0.74% (n = 340,000). AID 588413;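 active = inhibition above about 55%, limit read from the data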;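 note: 0% = DMSO-treated cells and 100% = wells with medium but no cells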
APJ agonist: activates the human apelin receptor APJ; P35414; CHO-K1 APJ PathHunter beta-arrestin, luminescence; 0% DMSO wells, 100% apelin; activation, % at 20 µM; actives 0.11% (n = 330,000); AID 2520;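 active = activation more than six SD over the plate average, tested at 20 µM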;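 note: 0% = DMSO alone and 100% = apelin-13 at 10 nM; some results filed as inactive read as strong as hits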
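Assay system – PathHunter CHO-K1 APJ (AGTRL-1) beta-arrestin reporter cells · Compound – one dose, 20 µM compound, 1% DMSO · Timing – compound 90 min 25 °C, reagent 1 h · Measured by – luminescence from split beta-galactosidase complementation, Galacton Star/Emerald II substrate · Measure – beta-arrestin recruitment to APJ as agonist activity, luminescent signal · Benchmarks – DMSO vs Apelin-13 10 nM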
CCR6 antagonist: antagonists of human CCR6 receptor | CHO-K1 CCR6 PathHunter beta-arrestin, luminescence, CCL20-stimulated | actives 0.49% (n = 340,000) | P51684 | inhibition, % at 20 µM | AID 493098;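 active = compounds whose inhibition of the agonist-driven luminescence signal at 20 µM reaches about 50%, limit read from the data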;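 note: cells stimulated with CCL20 at 14 nM final; plate controls were DMSO with CCL20 for no effect and DMSO without agonist for full effect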
An asterisk follows results filed as active; u = inconclusive; x = not tested or not shown.

SMILES	ATG4B inhibitor	EBI2 block	APJ antag	CXCR6 inh	UBC13 polyUb	Gli-Sufu block	APJ agonist	CCR6 antagonist
O=C(CSCc1ccccc1)NNc1c(F)c(F)cc(F)c1F	6	5	-8	-7	4	6	-3	11
O=C(CSc1c[nH]c2ccccc12)NC1CCCC1	7	-4	13	7	8	-4	0	-4
CC(C(=O)O)N(c1ccccc1Cl)S(C)(=O)=O (centres undefined)	3	-12	5	-1	-8	-1	6	-3
CC1OC(Nc2cccc3ccccc23)C(O)C(O)C1O (centres undefined)	-8	10	7	-22	-68	-3	6	-5
Cn1c(-c2ccccc2)n[nH]c1=S	-11	-15	11	-7	4	0	-6	-7
O=c1cnnc(Nc2ccc(Cl)c(C(F)(F)F)c2)[nH]1	2	0	2	-2	2	-9	-4	18
CN1CCN(/N=C/c2ccc(C#N)cc2)CC1	-9	-13	8	-4	-2	-8	-2	6
Cn1c(=O)n(C/C=C/c2ccccc2)c(=O)c2c1nc1n2CCCN1Cc1ccccc1	-15	24	9	32	-22	16	-1	31
C/C(=N\Nc1cccc(C(F)(F)F)c1)c1ccc(O)cc1	2	0	8	13	-9	-6	1	-9
O=C(O)c1ccccc1C(=O)NCc1ccccc1	2	3	9	-7	2	3	-4	-23
COC(=O)Cn1c(=NC(=O)c2ccc(S(=O)(=O)N3CCc4ccccc4C3)cc2)sc2cc(OC)ccc21	-1	4	-9	-2	u	0	-2	3
CCOC(=O)c1c(NC(=O)C(NCCN(C)C)c2ccccc2)sc2c1CCCC2 (centres undefined)	0	-26	35	31	48*	-11	-7	54*
O=C(CCN1C(=O)[C@@H]2Cc3ccccc3CN2C1=O)NCc1ccccc1	6	4	6	-8	-1	-17	-4	15
COc1cccc(C(c2nnnn2Cc2ccccc2)N2CCN(C3CCCC3)CC2)c1OC (centres undefined)	-8	-1	-10	3	11	5	2	-7
NC(N)=N/N=C/c1cccc(Cl)c1Cl	-3	-20	-10	-4	-1	12	0	10
O=C(CSc1nnc(-c2ccccc2)c(-c2ccccc2)n1)Nc1ncc(Cl)cc1Cl	-4	7	11	-2	6	0	2	8
CN(C)CCOC(=O)Cc1ccc(Cl)cc1	-2	0	2	-4	8	-20	-6	13
COc1ccc(S(=O)(=O)NCCSC(C)(C)C)cc1	6	8	10	-1	2	0	-2	0
CC(SC#N)C(=O)C12CC3CC(CC(C3)C1)C2 (centres undefined)	9	27	10	12	4	-3	-3	15
O=C(/C=C/c1cccs1)Nc1ccc(N2CCOCC2)c(S(=O)(=O)Nc2cc(Cl)ccc2Cl)c1	13	20	-13	6	-22	3	0	9
CCC(CO)N=CC1=C(O)CC(C)(C)CC1=O (centres undefined)	0	2	-15	-14	1	5	2	17
CCc1ccc2oc(=O)cc(CN(C)Cc3ccccc3)c2c1	-10	32	4	0	3	1	-5	25
COc1ccc([N+](=O)[O-])cc1NS(=O)(=O)c1cc(C(=O)NCc2cccnc2)ccc1Cl	-3	0	-10	15	2	24	-6	28
CCN(CC)CCN(C(=O)Cn1nnc(-c2ccc(OC)c(OC)c2)n1)C(C(=O)NC1CCCC1)c1ccc(F)cc1 (centres undefined)	1	9	18	7	7	-2	-2	6
Cc1ccc(O)c(NC(=O)c2noc3c2CCCCC3)c1	3	7	1	9	0	-3	0	7
SMILES	ATG4B inhibitor	EBI2 block	APJ antag	CXCR6 inh	UBC13 polyUb	Gli-Sufu block	APJ agonist	CCR6 antagonist
Cc1ccc(-c2csc(-c3cc(C)on3)n2)cc1	1	-4	-4	0	-2	-26	-4	0
COC(=O)c1cnc(Oc2ccc(NC(=O)NC(=O)c3c(F)cccc3Cl)cc2)cc1C(F)(F)F	-6	11	16	-5	7	-1	-5	8
Cc1nn(-c2ccccc2)cc1/C=N/NS(=O)(=O)c1ccccc1	2	0	4	-5	2	-10	-2	0
N#Cc1c(SCc2ccc(Cl)cc2)sc(C(=O)c2ccccc2)c1N	1	10	13	13	0	0	-7	17
O=[N+]([O-])c1ccccc1S(=O)(=O)N1CCCCC1	6	-10	x	2	x	4	x	-4
COc1ccc(C2(C)CC(=O)NC2=O)cc1 (centres undefined)	4	-2	17	-2	4	19	-3	0
O=C1CC(Sc2ncccc2C(=O)O)C(=O)N1 (centres undefined)	8	2	-1	-7	8	10	0	11
Cc1ccccc1OCC(=O)NNC(=O)Cc1ccc(S(=O)(=O)N2CCOCC2)s1	3	8	-47	9	4	0	-4	9
COC(=O)c1ccc2c(=O)n(-c3ccccc3)c(SCN3C(=O)c4ccccc4C3=O)nc2c1	7	14	-12	5	-6	12	-1	9
CC(C)c1ccc(N(CC(=O)N/N=C/c2ccc(OC3CSC3)cc2)S(=O)(=O)c2ccccc2)cc1	3	20	3	4	-4	-8	-2	-15
C=CCN(Cc1cccc(OC)c1OC)S(=O)(=O)N(C)C	-8	0	4	2	-3	3	0	4
Cc1cc(=O)oc2cc(OS(C)(=O)=O)ccc12	1	-4	-2	-3	0	6	-5	11
Cc1ccc(N2CC(c3nc4ccccc4n3C)CC2=O)cc1C (centres undefined)	-7	-1	1	-4	-2	8	2	2
CC1CCN(CCn2c(=S)[nH]c3ccccc3c2=O)CC1	-2	-3	-3	-4	4	11	-3	6
Cc1cc(S(=O)(=O)Nc2nc(CN3CCOCC3)nc3sc4c(c23)CCCC4)ccc1F	-5	-2	7	2	-9	6	-2	6
O=C(c1cccc(N2CCCC2=O)c1)N1CCN(c2ccccc2)CC1	-23	0	13	-2	4	0	-2	-8
Oc1ccc(-c2csc(Nc3ccc4c(c3)OCO4)n2)c(O)c1	42*	7	x	-5	x	-76	x	21
Cc1ccc(C)c(NC(=O)CCC(=O)NNC(=S)Nc2ccccc2)c1	13	-3	22	7	-6	-3	-6	15
COc1ccc(NC(=O)c2sc(SC)nc2N)cc1	-6	6	7	-1	2	-39	5	8
COc1ccc(NC(=S)N2CCCCC2c2cccnc2)cc1 (centres undefined)	2	9	6	-3	14	2	-5	11
O=C1CN(C(=O)c2cccc(Br)c2)c2ccccc2N1	-1	-1	6	0	0	-7	-2	8
Cc1ccc(NS(=O)(=O)c2ccc(-n3cccn3)cc2)c(C)c1	5	4	1	-6	-8	10	-1	3
CCOc1ccc(/C=N/NC(=O)CNC(=O)c2ccc(S(=O)(=O)N3CCOCC3)cc2)cc1	-19	-1	5	0	-3	2	-4	10
COCC(C)NC(=O)c1cc(S(=O)(=O)N2CCCCC2)ccc1N1CCOCC1 (centres undefined)	9	-2	-1	2	-10	4	3	14
O=C(CN1c2cccc3cccc(c23)S1(=O)=O)Nc1ccc(S(=O)(=O)N2CCOCC2)cc1	-23	1	-14	-8	-7	-1	5	15

Quoted from the listing.
Result for COc1ccc(NC(=S)N2CCCCC2c2cccnc2)cc1 (centres undefined) in CCR6 antagonist: 11
Result for Cc1ccc(-c2csc(-c3cc(C)on3)n2)cc1 in ATG4B inhibitor: 1

4 entries already listed, sorted by the value under APJ agonist, lowest first:
| compound | APJ agonist |
| --- | --- |
| CN(C)CCOC(=O)Cc1ccc(Cl)cc1 | -6 |
| Cc1ccc(-c2csc(-c3cc(C)on3)n2)cc1 | -4 |
| CC(SC#N)C(=O)C12CC3CC(CC(C3)C1)C2 (centres undefined) | -3 |
| CC(C)c1ccc(N(CC(=O)N/N=C/c2ccc(OC3CSC3)cc2)S(=O)(=O)c2ccccc2)cc1 | -2 |

Remaining list, next part:
SMILES	ATG4B inhibitor	EBI2 block	APJ antag	CXCR6 inh	UBC13 polyUb	Gli-Sufu block	APJ agonist	CCR6 antagonist
Cc1nnc(NC(=O)c2cccc(F)c2)s1	-4	-4	8	2	3	2	0	15
CCOC(=O)c1c(C)c(-c2ccccc2)n(CC(=O)N2CCCC2)c1C	6	0	5	4	-17	-22	4	-7
CCN(CC(=O)Nc1c(F)cccc1F)C(=O)CCSc1ccc(C)cc1	7	-2	-58	0	-2	-10	7	20
C#CC[N+](C)(C)CC#Cc1ccc(C)cc1	-1	4	-3	-9	-4	21	1	-5
COc1ccc(CC(=O)N(CCC2=CCCCC2)c2c(N)n(Cc3ccccc3)c(=O)[nH]c2=O)cc1OC	2	-8	-47	1	-11	-2	5	6
CC1(C)Cc2c(cnn2-c2ccc(F)cc2)C(NC(=O)c2ccoc2)C1 (centres undefined)	3	3	-1	-2	4	-3	-1	-7
CSc1ccccc1NC(=O)CN(C)CC(=O)Nc1c(F)cccc1F	6	7	7	-1	-8	0	0	8
COc1ccc(C(=O)Oc2ccc[nH]c2=O)cc1	1	-3	13	-5	-8	7	-6	7
Cc1sc2nc(-c3ccc(Br)cc3)oc(=O)c2c1C	-4	3	12	4	30	24	-2	-6
CC[C@@]1(c2ccccc2OC)ON(c2ccccc2C(F)(F)F)C1=O	0	-10	6	-1	-5	-5	-3	3
C[C@H](NC(=O)c1ccco1)C(=O)Nc1ccc(C#N)cc1	-5	-1	22	2	0	-1	-1	10
FC(F)(F)c1nnc2c(Sc3ccccc3)nc3ccc(Cl)cc3n12	3	3	0	-1	u	19	-4	-3
O=C(NCC(=O)N1CCN(S(=O)(=O)c2ccccc2F)CC1)c1ccc2ccccc2c1	-4	-4	15	-12	-1	-1	13	7
C/C(CCC12CC3CC(CC(C3)C1)C2)=N\NC(N)=S	-4	29	5	21	11	40	-4	57*
CSCCC(NS(=O)(=O)c1ccccc1F)C(=O)N1CCCCCC1 (centres undefined)	-5	-13	-6	-12	1	2	-1	13
Clc1cccc(Cl)c1CSc1nnc(-c2ccncc2)s1	14	-53	-18	-8	1	4	70*	-17
OC(CNc1ccccc1)COc1ccc(OCC(O)CNc2ccccc2)cc1 (centres undefined)	-18	21	-11	-9	8	46	5	25
CCOC(=O)CC1C(=O)NCCN1S(=O)(=O)c1ccc(NC(C)=O)cc1 (centres undefined)	1	4	10	0	13	-18	-6	0
COc1ccc(S(=O)(=O)CCc2nnc(NC(C)=O)s2)cc1	2	3	10	-7	-10	0	1	1
CCN1C(=O)c2ccccc2S(=O)(=O)c2ccc(C(=O)NCC(OC)OC)cc21	1	0	10	0	1	6	1	8
CCOc1ccc(OCC(=O)Nc2ccccc2N2CCCC2)cc1	18	4	9	-6	-4	6	-7	3
CCOC(=O)NC(Nc1sc2c(c1C(=O)OC)CCN(C)C2)(C(F)(F)F)C(F)(F)F	-14	11	-16	-4	-6	25	-3	17
O=C(NCC(=O)N1CCN(c2ccccc2F)CC1)c1ccc(Br)o1	-3	-7	-34	-2	-6	-8	-1	9
COc1ccc(C(=O)NNC(=O)CSc2nnc(C)n2CC2CCCO2)cc1 (centres undefined)	3	-7	-2	-3	1	-6	-4	-1
Cc1c(CCC(=O)O)c(=O)oc2cc(OCc3ccccc3F)ccc12	0	7	16	7	11	-5	-1	2
CCC1(CC)N=C(c2ccccc2)C(=S)N1	-3	3	-2	6	-4	1	-5	0
CC1CC(=O)N(CC(=O)Nc2ccc(F)cc2F)c2ccccc2S1(=O)=O (centres undefined)	-5	-4	3	-5	-2	17	-2	-42
COc1ccc2c(c1OC)C(=O)OC2Nc1ccccn1 (centres undefined)	-12	-2	-2	-11	4	1	-3	18
COc1ccccc1N1CCN(C2CCCC(C)C2)CC1 (centres undefined)	-9	-9	-7	-3	-2	14	-2	8
O=C(C(=O)N1CCN(c2cccc(Cl)c2)CC1)c1c[nH]c2ccccc12	1	19	-13	-9	3	-7	-2	-10

Limited to ATG4B inhibitor, for 4 of the compounds above:
molecule,ATG4B inhibitor
O=C(NCC(=O)N1CCN(c2ccccc2F)CC1)c1ccc(Br)o1,-3
COc1ccc(C(=O)NNC(=O)CSc2nnc(C)n2CC2CCCO2)cc1 (centres undefined),3
Cc1c(CCC(=O)O)c(=O)oc2cc(OCc3ccccc3F)ccc12,0
CCC1(CC)N=C(c2ccccc2)C(=S)N1,-3
